# Compound activity as filed in PubChem BioAssay.
# SENP7 inh: blocks the human protease SENP7 | Q9BQF6 | recombinant SENP7, Z-RLRGG-aminoluciferin luminescence, 40 min | inhibition, % at 5 µM | 330,000 compounds, 1.5% hits;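 active means inhibition above about 50% at the single test dose, limit read from the data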;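 further: plate controls were DMSO with enzyme for no effect and no enzyme buffer wells for full effect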
# GRIN3A LBD mod: NR3A (human) ligand-binding domain modulation; NR3A LBD differential scanning fluorimetry, Tm shift; 0% = protein alone, 100% = glycine-bound protein; Tm shift relative to glycine control, % at 25 µM; 340,000 compounds, 2.5% hits;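 active means melting temperature shift of at least 10% of the positive control shift, at one fixed dose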
# ATG4B inhibitor: inhibitors of human ATG4B cysteine protease; Q9Y4P1; ATG4B cleavage of LC3-PLA2, NBD-HPC fluorescence, 1 h; inhibition, % at 8.33 µM; 340,000 compounds, 0.51% hits; AID 504462; in the data active means inhibition above about 40%
# Target sequence (Q9Y4P1 whole entry, looked up): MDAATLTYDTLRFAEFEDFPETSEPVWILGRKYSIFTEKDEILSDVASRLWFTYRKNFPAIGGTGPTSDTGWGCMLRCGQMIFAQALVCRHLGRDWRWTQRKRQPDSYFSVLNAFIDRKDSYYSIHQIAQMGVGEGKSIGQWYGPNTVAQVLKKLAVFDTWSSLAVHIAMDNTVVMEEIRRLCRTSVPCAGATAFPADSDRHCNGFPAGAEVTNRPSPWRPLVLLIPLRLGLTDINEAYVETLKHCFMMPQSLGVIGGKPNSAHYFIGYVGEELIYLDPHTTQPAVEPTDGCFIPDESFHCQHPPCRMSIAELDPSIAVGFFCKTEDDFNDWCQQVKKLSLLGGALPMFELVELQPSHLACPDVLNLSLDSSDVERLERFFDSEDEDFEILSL
# HKDC1 inh: inhibitors of human hexokinase HKDC1. Q2TB90. recombinant HKDC1, G6PDH/diaphorase resazurin coupled fluorescence. inhibition, % at 20 µM. 340,000 compounds, 0.16% hits;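 active means inhibition above about 35% when tested at 20 µM, limit read from the data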;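 further: plate controls were DMSO wells with enzyme for no effect and DMSO wells lacking enzyme for full effect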
#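 Test system: HK5 enzyme. Quantity: 5 µg/mL HK5 final. Reagent: glucose and ATP substrates. Schedule: 90 min reaction incubation at room temperature, dark. Technique: resazurin-to-resorufin fluorescence via G6PDH and diaphorase coupling, 525/613 nm. Control set: DMSO wells with and without enzyme mix.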
# MPTP inh: inhibitors of mitochondrial permeability transition pore; inhibition, % at 10 µM; 360,000 compounds, 1.4% hits; isolated mouse mitochondria, Ca2+ swelling absorbance, 30 min;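 active means inhibition of 50% or more, scaled per plate between neutral and stimulator controls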;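 further: 0% = DMSO wells given calcium and 100% = 1 mM EGTA wells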
# SENP6 block: blocks the human protease SENP6; Q9GZR1; inhibition, % at 10 µM; Recombinant SENP6 catalytic domain, aminoluciferin luminescence; 330,000 compounds, 1.8% hits;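 active means inhibition above about 50% at the single tested dose, limit read from the data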;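 further: plate controls were DMSO wells with enzyme for no effect and DMSO wells lacking enzyme for full effect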
# Target sequence (Q9GZR1 628-1112 limits assumed): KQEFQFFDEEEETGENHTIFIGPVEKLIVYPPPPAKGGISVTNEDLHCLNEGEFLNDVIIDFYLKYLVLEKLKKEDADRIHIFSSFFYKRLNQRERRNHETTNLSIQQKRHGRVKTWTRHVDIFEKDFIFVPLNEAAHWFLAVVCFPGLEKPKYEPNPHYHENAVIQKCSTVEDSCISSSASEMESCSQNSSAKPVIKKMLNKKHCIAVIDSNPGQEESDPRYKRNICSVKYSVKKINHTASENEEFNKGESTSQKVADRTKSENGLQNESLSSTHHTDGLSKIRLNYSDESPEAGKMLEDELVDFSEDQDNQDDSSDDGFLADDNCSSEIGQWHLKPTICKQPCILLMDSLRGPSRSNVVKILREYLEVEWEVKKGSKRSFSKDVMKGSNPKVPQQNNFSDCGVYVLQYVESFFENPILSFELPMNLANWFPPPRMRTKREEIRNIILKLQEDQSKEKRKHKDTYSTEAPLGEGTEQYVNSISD
# SENP8 inh: blocks human SENP8 cleavage of Nedd8 substrate | Q96LD8 | recombinant SENP8, Nedd8 substrate fluorescence | inhibition, % at 20 µM | 360,000 compounds, 0.64% hits | AID 602440; in the data active means inhibition mostly above about 40%, no sharp cut-off; inactive means mostly below about 27%
# Target sequence (Q96LD8 whole entry, looked up): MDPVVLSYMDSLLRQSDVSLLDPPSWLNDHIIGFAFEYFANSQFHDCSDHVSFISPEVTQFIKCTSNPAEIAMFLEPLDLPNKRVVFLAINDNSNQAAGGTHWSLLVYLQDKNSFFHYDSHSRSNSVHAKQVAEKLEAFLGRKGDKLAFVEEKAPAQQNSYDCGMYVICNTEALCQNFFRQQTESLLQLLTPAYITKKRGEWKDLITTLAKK
# PfGluPho inh: PfG6PD (Plasmodium falciparum) enzyme inhibition | PfGluPho enzyme, NADPH resazurin-diaphorase fluorescence | inhibition, % at 20 µM | 350,000 compounds, 0.78% hits | AID 504690;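 active means inhibition reaching at least a set limit at 20 µM in the primary screen, cut at about 59% in these data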;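 further: 0% = DMSO wells with substrate and 100% = DMSO wells lacking glucose-6-phosphate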
# * hit, by the source's call; nt = not tested or not shown.
SMILES,SENP7 inh,GRIN3A LBD mod,ATG4B inhibitor,HKDC1 inh,MPTP inh,SENP6 block,SENP8 inh,PfGluPho inh
O=C(Cc1ccc(Cl)cc1)Nc1ccc2c(c1)C(=O)NC2=O,7.8,-4.3,-11.2,-11.6,7.7,-12.3,-369.7,6.6
COc1ccc2c(C)c(CCC(=O)NC3CC3)c(=O)oc2c1C,0.9,2.9,0.5,-1.6,4.2,9.3,-229.8,7.2
O=C(Nc1cccc(C(F)(F)F)c1)/C(=C/c1ccco1)NC(=O)c1cccs1,2.7,-3.2,1.5,-4.8,-0.5,7.1,3.3,0.5
CC1(C)OC(=O)N(c2cccnc2)C1(C)O (centres undefined),-0.7,0.4,3.2,0.5,-2.6,-12.4,22.2,-7.5
CCCOC(=O)c1ccc(Nc2cc(C)nc3ncnn23)cc1,-0.6,1.4,-10.4,-0.5,-0.6,12.1,-94.5,-3.1
CC(C)c1ccc(N(C(=O)c2csnn2)C(C(=O)NC2CCCC2)c2cccnc2)cc1 (centres undefined),6.2,-0.7,-5.5,2.8,0.8,13.8,1.0,11.3
N#CC1CCCc2c1[nH]c1ccc([N+](=O)[O-])cc21 (centres undefined),5.4,2.9,-12.6,6.3,3.7,10.3,25.7,-13.0
Cc1[nH]c(=O)c(C(=O)/C=C/c2ccccc2)c2c1CCCC2,4.2,2.1,-6.4,27.2,-1.6,-0.6,-30.2,23.3
Cn1c(NC(=O)C(C)(C)Oc2ccc(Cl)cc2)cc(=O)n(C)c1=O,-4.6,-0.9,-10.7,-4.4,0.5,-4.3,20.7,6.7
CCC1=NN2C(=N)/C(=C\c3ccc(SCc4ccco4)o3)C(=O)N=C2S1,-1.4,-8.4,16.8,14.5,1.0,-90.1,-10.6,21.3
COC(=O)c1sc2ncn(CC(=O)N(C)C3CCCCC3)c(=O)c2c1C,2.6,-2.1,-3.5,-0.9,0.0,-8.0,-1.4,2.6
COC(=O)c1sccc1NC(=S)Nc1cc(C)ccc1OC,1.5,-0.4,-6.0,0.0,0.6,-8.0,9.7,2.9
CC1CCN(S(=O)(=O)c2ccc3c(c2)oc(=O)n3C)CC1,-11.1,2.3,-13.2,-4.0,-0.2,-13.9,6.4,-3.7
CC(C)(C)NC(=O)C12CCC(C)(c3nc4ccccc4nc31)C2(C)C (centres undefined),0.0,9.7,-1.8,-7.6,-1.2,5.2,2.2,-2.4
COc1ccc(OCC(=O)Nc2nc3c(s2)CCCC3)cc1,7.5,-1.5,-11.9,0.0,-1.4,-6.1,8.4,23.4
COC(=O)c1coc(-c2ccc(C)cc2)c1C(=O)OC,3.5,0.2,-0.2,-3.4,-1.1,-8.4,25.8,16.1
Cc1cccc(N(C)C(=O)c2cnn(-c3ccccc3)c2C)c1,-4.1,2.0,-1.9,-8.5,0.1,18.9,1.3,6.8
Cc1nnc(NC(=O)CSc2nnc(-c3ccccc3)n2C)s1,-4.1,-2.4,-2.9,-3.8,-0.4,7.6,26.5,-19.8
O=C(C#Cc1ccccc1)c1ccco1,1.4,-0.2,-8.0,17.4,-0.6,-9.4,18.0,30.9
Cc1ccc(C(=O)NNC(=O)CCCN2C(=O)/C(=C/c3ccccc3Cl)SC2=S)cc1,6.3,-11.8,34.1,-7.7,0.9,-0.1,22.1,-14.3
COc1ccccc1C/C(N)=N/OC(=O)COc1cc(C)cc(C)c1C,0.1,6.9,13.4,1.6,0.8,-3.9,9.7,15.3
O=C(NCc1ccc(Cl)cc1)C1CCCN1C(=O)Nc1ccc(F)cc1 (centres undefined),6.2,-1.4,-6.9,-4.8,-1.0,-7.6,9.2,-9.4
Cc1cccc(-n2ncc3c(N4CCCc5ccccc54)ncnc32)c1,-4.3,1.3,28.4,12.9,0.0,-1.0,-41.3,12.7
COc1ccccc1/C=N/NC(=O)CNC(=O)c1ccccc1,2.8,-0.1,-6.4,-9.1,-0.7,1.4,12.0,-9.0
O=c1c(Cc2ccc(F)cc2)c(O)ccn1CCCN1CCOCC1,1.2,-0.9,-3.8,3.0,0.6,3.5,14.0,-3.1
O=C(COC(=O)CCC(=O)c1cccs1)NC1CCCCC1,-5.1,0.2,-49.4,-4.4,-1.3,-19.9,5.6,-5.3
O=C(CCCN1C(=O)c2cccc3cccc(c23)C1=O)NCc1cccnc1,3.0,-0.3,-5.1,-2.5,0.1,1.0,-378.5,15.5
COc1ccccc1NC(=O)c1ccc(N2CC3CC(C2)c2cccc(=O)n2C3)c(NC(=O)c2ccncc2)c1 (centres undefined),12.0,-0.3,-5.4,-2.2,-0.9,-0.1,7.6,23.2
O=c1[nH]c(=S)[nH]cc1Oc1ccc(Cl)cc1Cl,-3.9,1.8,-4.9,5.1,0.0,11.2,16.7,-11.9
COc1cccc(/C=C2\SC(=S)N(NC(=O)c3ccncc3)C2=O)c1,-1.1,-1.0,-6.4,-9.2,-3.1,1.0,9.3,-25.7
CC(=O)Nc1ccc(C(=O)NC2CCSc3ccccc32)cc1 (centres undefined),-8.1,1.5,-3.8,-4.9,0.0,2.0,-0.4,11.3
N#Cc1nc(-c2ccc(F)cc2)oc1N1CCCCC1,7.2,2.4,-3.2,1.2,1.0,0.2,-300.8,10.5
COc1cc(NC(=O)c2cccc(C)c2)c(OC)cc1NC(=O)CN1CCCCC1,5.1,1.2,7.5,-5.1,0.6,-1.6,-14.7,9.2
COc1cc2c(cc1OC)C(c1ccccc1O)NCC2 (centres undefined),-1.6,-1.4,-4.7,-5.7,-1.3,-0.8,10.0,13.8
Cc1ccc(NC2CCCN(C(=O)CCN3CCOCC3)C2)cc1C (centres undefined),3.4,0.9,15.8,-4.3,-0.5,-11.6,5.3,22.8
Cc1ccc(C(C)C)c(OCC(O)CN2CCOCC2)c1 (centres undefined),1.7,-3.3,-3.6,-13.7,-0.1,-5.9,11.6,0.1
CCN(CC(=O)Nc1ccc(S(=O)(=O)N2CCCC2)cc1)CC(=O)Nc1ccccc1C(F)(F)F,-2.8,-2.9,-18.8,2.1,0.3,-4.1,0.9,14.4
CSc1nc(C)c(Oc2ccccc2)c(=O)n1C,-2.1,7.7,-1.8,2.8,5.2,-7.2,1.0,-6.1
CN(C)c1ncc(S(=O)(=O)c2ccccc2)c(N)n1,2.7,0.8,3.3,6.5,-1.6,-5.2,7.7,-22.0
C=C(C)C(=O)Nc1cccc(C2=NOC3(C2)C[C@@H](C(N)=O)N(C(=O)c2cc([N+](=O)[O-])cc([N+](=O)[O-])c2)C3)c1 (some centres undefined),4.5,-3.4,-11.3,1.9,-0.4,-8.5,26.0,7.9
CCCCN(C(=O)c1ccc(N2CCCC2=O)cc1)c1c(N)n(CCCC)c(=O)[nH]c1=O,11.7,0.2,-0.8,-2.5,-0.7,-5.6,17.7,2.6
O=C1/C(=C/c2ccc(F)cc2)SC(=S)N1N1CCOCC1,4.3,0.2,7.2,-2.1,-0.3,2.9,14.5,-23.2
CCCc1nc(-c2cc3cc(C)ccc3[nH]c2=O)no1,-11.1,0.1,-3.0,-5.2,-0.4,23.2,-216.8,-18.4
Nc1ccc(C=C2C=Cc3ccccc32)cc1,nt,8.5,-9.5,4.3,3.1,nt,-17.7,21.8
CC(C)(C)c1cc(NC(=O)c2cccnc2)no1,6.1,0.3,6.6,8.2,-1.7,16.0,6.8,-4.5
C/C(=N\NC(N)=S)C1=CCC2C3CC[C@H]4CC(O)CC[C@]4(C)C3CC[C@]12C (some centres undefined),0.6,-3.5,-0.5,0.9,65.0*,11.0,4.5,32.1
Cc1cc(CN(C)Cc2c(C(=O)N3CCCCCCC3)nc3ccc(Cl)cn23)n[nH]1,-4.9,1.7,11.6,-6.6,0.8,-7.9,0.3,7.4
CCCn1c(=O)c2c(C(=O)OCC)cc(-c3ccco3)nc2n(CCC)c1=O,nt,0.3,-5.2,1.5,-2.9,nt,-281.6,-16.1
O=C(Nc1ccc(N2CCN(C(=O)c3ccccc3F)CC2)cc1)c1ncn[nH]1,-13.6,-1.5,-0.4,-7.6,1.3,-1.6,16.6,-5.4
COC(=O)c1ccc(CS(=O)(=O)c2ccccc2C)o1,-5.0,0.7,-0.8,11.4,0.9,-20.2,8.1,9.0
O=C(O)CCC(=O)Nc1ccc(C(=O)N2CCCCC2)cc1,8.2,1.1,-6.1,-7.8,-0.2,-13.9,13.6,-10.2
O=C(CCl)Nc1ccc2c(c1)OCO2,-0.4,-0.3,-1.2,1.5,-2.0,-18.0,6.4,5.7
CCOC(=O)/C(C#N)=C/C1=C(N2CCCC2)CC(C)(C)OC1,14.3,-5.3,-4.9,-2.5,-3.2,-14.9,15.7,-11.6
Cc1ccccc1Cn1cc(NC(=O)c2noc3c2CC(C(C)(C)C)CC3)cn1 (centres undefined),5.7,-6.7,34.5,-5.6,0.7,-2.9,5.2,0.8
CN(C)c1ccc(C2N(C(=O)N3CCOCC3)CCN2S(=O)(=O)c2ccccc2)cc1 (centres undefined),-2.1,-0.9,2.4,-4.7,3.9,-19.8,26.9,0.8
COc1ccc(CNC(=O)CCc2ccc(S(=O)(=O)N3CCCCCC3)cc2)cc1OC,-8.3,3.3,-16.2,-0.1,-0.3,-4.9,0.0,-0.3
COc1ccccc1NC(=S)NCc1ccccc1,1.0,1.6,-3.7,1.8,-0.6,-12.9,5.6,-8.0
COc1ccc(NC(=O)C2CCCCN2S(=O)(=O)c2ccc(F)cc2)c(OC)c1 (centres undefined),-8.1,1.0,-4.8,-5.1,0.8,-3.6,9.1,-7.2
O=C(c1ccc(S(=O)(=O)Nc2ccccc2Cl)cc1)N1CCOCC1,-3.8,1.0,-2.9,-2.8,-1.6,-4.9,14.2,-11.5
CC(C)C(=O)NNC(=O)CC(=O)Nc1ccccc1C(=O)O,13.3,0.5,-4.9,-7.8,1.0,2.6,14.4,-23.6

# 3 structures out of the list, ordered by molecular weight, high to low:
SMILES,SENP7 inh,GRIN3A LBD mod,ATG4B inhibitor,HKDC1 inh,MPTP inh,SENP6 block,SENP8 inh,PfGluPho inh
COc1ccc(NC(=O)C2CCCCN2S(=O)(=O)c2ccc(F)cc2)c(OC)c1 (centres undefined),-8.1,1.0,-4.8,-5.1,0.8,-3.6,9.1,-7.2
O=C(c1ccc(S(=O)(=O)Nc2ccccc2Cl)cc1)N1CCOCC1,-3.8,1.0,-2.9,-2.8,-1.6,-4.9,14.2,-11.5
CC(C)C(=O)NNC(=O)CC(=O)Nc1ccccc1C(=O)O,13.3,0.5,-4.9,-7.8,1.0,2.6,14.4,-23.6

# (list continues)
SMILES,SENP7 inh,GRIN3A LBD mod,ATG4B inhibitor,HKDC1 inh,MPTP inh,SENP6 block,SENP8 inh,PfGluPho inh
O=C(COc1ccc(S(=O)(=O)NC2CCCCC2)cc1Cl)NCc1cccnc1,2.8,1.5,-5.5,-1.3,-0.6,-6.5,15.9,0.6
CCOC(=O)N1CCC(c2nc(C)sc2C(=O)O)CC1,-6.9,0.4,-0.1,-7.0,-0.1,-10.2,17.5,-10.5
COc1ccccc1C(=O)NCCC(=O)Nc1cccnc1,8.5,1.1,-1.7,-5.4,1.2,9.1,16.1,-31.5
CC1CC(C(F)(F)C(F)(F)F)n2nc(C(=O)O)cc2N1 (centres undefined),0.5,0.9,-2.7,1.4,-3.6,-4.8,0.8,-1.3
COc1ccc(NC(=O)N2CCN(S(=O)(=O)c3ccc(F)cc3)CC2)c(OC)c1,9.7,-4.7,7.3,-3.4,-0.6,0.0,0.6,0.8
O=c1c2ccccc2nc2n1CCC2,-6.6,-6.3,6.0,82.1*,1.4,0.4,8.3,14.2
OCCN1C2=NCCCN2c2ccccc21,9.4,0.4,4.8,-5.9,-1.0,16.0,2.4,-3.0
C#CCNC(=O)c1cccn1-c1ncc(C(F)(F)F)cc1Cl,-2.9,0.0,-5.1,-5.9,-0.6,11.1,3.2,4.5
CN(CC(=O)NC1CCCCCC1)S(=O)(=O)c1ccc(Br)cc1,2.7,0.8,6.6,-7.9,1.3,3.0,0.6,-15.3

# Random draw from the library; any-hit rate near 6.9%.
